High-throughput results as filed in PubChem BioAssay.
T cruzi growth – inhibitors of T. cruzi proliferation; T. cruzi beta-gal in NIH3T3, GalScreen luminescence, 90 h; inhibition, % at 8.34 µM; 77,000 compounds, 5.9% hits; AID 624255;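 active means mean inhibition above about 93%, with at least 55% of replicates each passing it, limit read from the data, passing the limit was not always enough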
Pf Dd2 growth – P. falciparum Dd2 growth inhibition; 94,000 compounds, 2.3% hits; SYBR Green, 72 h; stronger effect = lower value; AID 1159554; activity change, % at 10 µM; in the data active means activity change below about -80%
C diff growth – blocks growth of Clostridium difficile; Clostridium difficile clinical isolate growth, OD600, 24 h; stronger effect = lower value; growth activity, negative = inhibition, % at 16 µg/mL (by protocol); 86,000 compounds, 0.25% hits; AID 1259249;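 active means mean growth activity at or below -80% and every replicate also at or below -80%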;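 further: 0% = DMSO wells and -100% = levofloxacin 16 µg/mL wells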
GASC1 inh – KDM4C (human) demethylase inhibition | Q9H3R0 | GST-KDM4C 2-372, H3K9me3 peptide, LANCE TR-FRET | inhibition, % at 12.5 µM | 96,000 compounds, 0.15% hits | AID 720574;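 active means mean replicate inhibition above about 25%, with at least 55% of replicates also reaching it, limit read from the data, passing the limit was not always enough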
Target sequence (Q9H3R0 2-372 limits assumed): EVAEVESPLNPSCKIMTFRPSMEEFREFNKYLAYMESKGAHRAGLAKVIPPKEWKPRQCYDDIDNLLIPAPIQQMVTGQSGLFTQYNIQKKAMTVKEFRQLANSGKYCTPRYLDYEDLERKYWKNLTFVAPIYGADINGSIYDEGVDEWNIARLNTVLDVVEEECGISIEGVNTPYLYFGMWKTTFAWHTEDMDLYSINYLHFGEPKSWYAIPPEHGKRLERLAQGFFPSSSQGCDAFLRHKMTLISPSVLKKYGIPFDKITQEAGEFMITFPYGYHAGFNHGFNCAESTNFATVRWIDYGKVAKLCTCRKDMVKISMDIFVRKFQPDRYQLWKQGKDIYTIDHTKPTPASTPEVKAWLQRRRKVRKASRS
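System: N-terminal GST-fused human GASC-1 (KDM4C) fragment, residues 2-372; amount: enzyme final amount 10 nM; incubation: reaction 30 min RT, detection step 1 h RT; medium: HEPES buffer, pH 7.5, plus ascorbate; technique: LANCE TR-FRET, Eu antibody, ULight-streptavidin, EDTA, ex 340 nm, em 618/671 nm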
An asterisk follows results filed as active; nt = no result given.

SMILES	T cruzi growth	Pf Dd2 growth	C diff growth	GASC1 inh
CO[C@@H]1CN(C)C(=O)c2cc(NC(=O)Nc3ccc(Cl)cc3)ccc2OC[C@H](C)NC[C@@H]1C	-3	-12	-3	0.8
Cc1noc(C)c1S(=O)(=O)Nc1ccc2c(c1)C(=O)N([C@H](C)CO)C[C@H](C)[C@@H](CN(C)S(=O)(=O)c1cccs1)OCCCC[C@@H](C)O2	53	-27	nt	0.2
CO[C@H]1CC[C@H]2CCN(C)C(=O)C[C@H](c3ccccc3)CN(C)C(=O)c3cccc(C#N)c3OC[C@@H]1O2	-5	nt	-5	-0.3
C[C@@H]1CN([C@@H](C)CO)S(=O)(=O)c2ccc(C#CC3(O)CCCC3)cc2O[C@H]1CN(C)C(=O)c1cccnc1	43	7	1	-0.1
O=C(N[C@H]1C[C@@H]2O[C@@H](CO)CC[C@@H]2O[C@@H]1CCc1ccc(-c2cccnc2)cc1)c1cccc(F)c1	nt	-23	-2	nt
O=C(C[C@H]1C[C@@H]2c3cc(NC(=O)Nc4ccc(C(F)(F)F)cc4)ccc3O[C@@H]2[C@@H](CO)O1)NCC1CC1	nt	-40	7	0.4
Cc1noc(C)c1NC(=O)N[C@H]1CC[C@@H](CCNC(=O)C2CCC2)O[C@@H]1CO	nt	-9	1	4.1
COC(=O)C[C@H]1C=C[C@@H](NC(=O)c2ccccc2)[C@@H](CO)O1	4	0	nt	-0.2
CC(=O)N1CC2(C1)[C@@H](c1ccc(-c3ccccc3C)cc1)[C@@H](CO)N2C(C)=O	nt	37	13	-0.6
Cc1noc(C)c1S(=O)(=O)N(C)C[C@H]1Oc2c(NC(=O)C3CCCCC3)cccc2C(=O)N([C@H](C)CO)C[C@H]1C	20	-20	1	0.4
Cc1ccc(S(=O)(=O)N(C)C[C@H]2Oc3ccc(NC(=O)C4CC4)cc3C(=O)N([C@@H](C)CO)C[C@H]2C)cc1	37	3	7	0.2
C[C@H]1CN([C@@H](C)CO)C(=O)CCCn2nncc2CO[C@H]1CN(C)C(=O)CCCN(C)C	16	4	nt	1.6
C[C@@H]1CN([C@H](C)CO)C(=O)c2cc(C#CCc3ccccc3)cnc2O[C@@H]1CN(C)C(=O)Cc1cccnc1	54	-22	2	0.4
C[C@H](CO)N1C[C@H](C)[C@H](CN(C)S(=O)(=O)c2ccc(F)cc2)OCCCC[C@H](C)Oc2ccc(NC(=O)Nc3ccc(F)cc3)cc2C1=O	103*	-41	-1	-0.4
C[C@H](CO)N1C[C@H](C)[C@H](CN(C)C(=O)Nc2ccc(C(F)(F)F)cc2)Oc2ncc(C3=CCCC3)cc2C1=O	36	-49	19	-0.4
COc1ccc(NC(=O)Nc2cccc3c2O[C@H](CN(C)C(=O)Nc2ccccc2)[C@H](C)CN([C@H](C)CO)C3=O)cc1	15	-45	-2	0.2
CC(C)CC#Cc1ccc2c(c1)O[C@H](CN(C)C(=O)CC1CC1)[C@@H](C)CN([C@H](C)CO)S2(=O)=O	nt	-45	4	-0.7
CO[C@H]1CN(C)C(=O)c2ccc(NS(=O)(=O)CC(F)(F)F)cc2OC[C@H](C)N(C(=O)c2ccc3c(c2)OCO3)C[C@@H]1C	37	10	0	0.2
C[C@@H]1CN([C@@H](C)CO)C(=O)c2cc(NC(=O)Nc3ccccc3)ccc2O[C@@H]1CN(C)Cc1ccc(-c2ccccc2)cc1	46	27	28	-2.9
COCC(=O)N1[C@H](C(=O)Nc2ccccc2)[C@@H](CO)[C@@H]2Cn3c(ccc(-c4ccncc4)c3=O)[C@@H]21	26	-4	1	0.7
O=C(C1CC1)N1C[C@@H]2[C@H](c3ccccc31)[C@@H](CO)N2C(=O)c1ccccn1	36	-2	-5	-0.5
COc1cccc(-c2ccc3c(c2)O[C@H](CN(C)C(=O)c2ccccc2F)[C@@H](C)CN([C@H](C)CO)S3(=O)=O)c1	nt	-63	8	-0.4
Cc1noc(C)c1S(=O)(=O)N(C)C[C@@H]1Oc2ccc(NC(=O)CCC(F)(F)F)cc2CC(=O)N([C@@H](C)CO)C[C@@H]1C	11	7	-2	-0.4
C[C@@H]1CN([C@@H](C)CO)S(=O)(=O)c2ccc(C#CC3(O)CCCC3)cc2O[C@@H]1CN(C)C(=O)c1cccnc1	11	9	-1	-1.1
CC(=O)NC[C@@H]1[C@@H](c2ccc(-c3ccccc3F)cc2)[C@H](CO)N1C(C)=O	-35	7	7	-2.6
SMILES	T cruzi growth	Pf Dd2 growth	C diff growth	GASC1 inh
COc1ccccc1C(=O)Nc1ccc2c(c1)C(=O)N(C)C[C@H](OC)[C@H](C)CN(C)[C@H](C)CO2	nt	-43	-2	-0.2
CC(C)CC#Cc1cnc2c(c1)C(=O)N([C@@H](C)CO)C[C@@H](C)[C@H](CN(C)Cc1cccc(F)c1)O2	103*	-58	-1	-2.0
C[C@@H]1CN([C@H](C)CO)C(=O)c2cc(C#Cc3cccc(F)c3)cnc2O[C@H]1CN(C)C(=O)C1CC1	40	-31	-2	-0.1
COc1ccccc1-c1cnc2c(c1)C(=O)N([C@H](C)CO)C[C@H](C)[C@@H](CN(C)C)O2	nt	45	-1	2.8
Cc1ccccc1-c1ccc2c(c1)O[C@H](CN(C)C(=O)Nc1ccccc1)[C@H](C)CN([C@@H](C)CO)S2(=O)=O	54	0	2	1.7
CCNC(=O)Nc1ccc2c(c1)C(=O)N(C)[C@@H]1CC[C@@H](CC(=O)NC3CCCCC3)O[C@@H]1CO2	27	8	-1	6.1
Cc1noc(C)c1S(=O)(=O)N(C)C[C@H]1OCCCC[C@@H](C)Oc2ccc(NS(=O)(=O)c3cn(C)cn3)cc2C(=O)N([C@H](C)CO)C[C@@H]1C	33	11	4	nt
Cc1ccc(S(=O)(=O)N(C)C[C@H]2OCCCC[C@@H](C)Oc3ccc(NC(=O)C4CCCCC4)cc3C(=O)N([C@H](C)CO)C[C@@H]2C)cc1	0	-55	-1	1.9
Cc1noc(C)c1NC(=O)N(C)C[C@H]1Oc2c(NS(C)(=O)=O)cccc2C(=O)N([C@@H](C)CO)C[C@H]1C	40	11	2	0.3
CO[C@@H]1CN(C)C(=O)c2ccc(NC(=O)C3CCC3)cc2OC[C@@H](C)N(Cc2ccncc2)C[C@@H]1C	14	nt	nt	-0.3
COc1cccc(-c2ccc3c(c2)O[C@H](CN(C)C(=O)C2CCCCC2)[C@@H](C)CN([C@@H](C)CO)S3(=O)=O)c1	97*	-37	1	-4.2
CCCN(C)C[C@H]1OCCCC[C@@H](C)Oc2ccc(NS(=O)(=O)c3cccs3)cc2C(=O)N([C@@H](C)CO)C[C@@H]1C	93	-90*	-2	3.2
CCS(=O)(=O)N1CCC2(CC1)CN(Cc1ccc3c(c1)OCO3)[C@H](CO)c1c2c2ccc(OC)cc2n1C	nt	-67	-5	-1.1
C[C@H](CO)N1C[C@H](C)[C@H](CN(C)S(=O)(=O)c2cccs2)Oc2c(NS(=O)(=O)c3ccccc3)cccc2C1=O	32	-19	-5	-4.5
C[C@@H]1CN([C@H](C)CO)C(=O)c2cc(Br)cnc2O[C@H]1CN(C)CC1CCCC1	88	24	nt	-0.2
C[C@H](CO)N1C[C@H](C)[C@@H](CN(C)CC2CCCCC2)OCCCC[C@H](C)Oc2ccc(NS(=O)(=O)c3ccc(Cl)cc3)cc2C1=O	29	-30	-2	-0.4
C/C=C/c1ccc([C@H]2[C@@H](CO)N3C(=O)CN(C(=O)Nc4cccc(OC)c4)C[C@@H]23)cc1	nt	-18	15	0.4
CN(C)Cc1cn(CC[C@H]2CC[C@H](NC(=O)Nc3ccc4c(c3)OCO4)[C@@H](CO)O2)nn1	-39	30	nt	2.9
C[C@@H]1CN([C@@H](C)CO)C(=O)c2cc(NS(=O)(=O)c3ccccc3)ccc2O[C@@H](C)CCCCO[C@H]1CN(C)Cc1ccc(C(=O)O)cc1	25	-9	-3	0.5
COc1ccccc1C#Cc1ccc([C@@H]2[C@H](CO)N3CCCCN(C(=O)C4CCCC4)C[C@@H]23)cc1	109*	-48	12	nt
C[C@@H]1CN([C@H](C)CO)C(=O)c2cc(NS(=O)(=O)c3cn(C)cn3)ccc2O[C@H]1CN(C)C(=O)Nc1ccc2c(c1)OCO2	3	12	nt	1.0
C/C=C/c1ccc2c(c1)O[C@@H](CN(C)C(=O)Cc1ccncc1)[C@@H](C)CN([C@H](C)CO)S2(=O)=O	-11	-58	6	-4.0
Cc1ccccc1CN(C)C[C@@H]1OCc2cn(nn2)CCCC(=O)N([C@H](C)CO)C[C@H]1C	5	-18	nt	0.6
CN1CCN(C(=O)C[C@@H]2CC[C@@H]3[C@H](COc4ccc(NC(=O)C5CCOCC5)cc4C(=O)N3C)O2)CC1	15	nt	0	1.4
C/C=C/c1ccc(C2[C@H]3CNC[C@@H]2N3C(=O)NC(C)C)cc1 (some centres undefined)	nt	30	-3	-0.5
SMILES	T cruzi growth	Pf Dd2 growth	C diff growth	GASC1 inh
C[C@@H]1CCCCO[C@@H](CN(C)S(=O)(=O)c2cn(C)cn2)[C@H](C)CN([C@@H](C)CO)C(=O)c2cc(NC(=O)c3ccncc3)ccc2O1	-18	57	-5	1.8
O=C(c1cccc(F)c1)N1C[C@H]2[C@@H](c3ccccc31)[C@H](CO)N2C(=O)c1ccccn1	2	-12	-2	1.5
C[C@@H]1CN([C@@H](C)CO)C(=O)c2cccc(NS(=O)(=O)c3cn(C)cn3)c2O[C@H]1CN(C)Cc1ccc(C(F)(F)F)cc1	-1	14	1	0.6
CO[C@@H]1CN(C)C(=O)c2ccc(NC(=O)C3CCOCC3)cc2OC[C@@H](C)N(S(=O)(=O)c2ccc(C)cc2)C[C@H]1C	16	-61	-2	-0.7
C[C@H](CO)N1C[C@H](C)[C@H](CN(C)C(=O)Nc2cccc3ccccc23)Oc2ccc(NS(=O)(=O)c3cccs3)cc2C1=O	2	10	nt	-0.8
OC[C@@H]1[C@@H](c2ccc(-c3cccnc3)cc2)[C@H]2CN(CC3CC3)CCCCN12	44	-49	9	-0.7
CN1[C@@H]2c3ccc(-c4cccc(F)c4)c(=O)n3C[C@H]1[C@H](CO)[C@H]2C(=O)Nc1nccs1	-37	nt	14	7.5
C[C@@H]1CN([C@H](C)CO)C(=O)c2cc(NC(=O)c3ccccc3)ccc2O[C@@H](C)CCCCO[C@@H]1CN(C)C(=O)CCCN(C)C	-8	nt	1	2.2
COCCNC(=O)[C@@H]1[C@@H](CO)[C@@H]2Cn3c(ccc(-c4ccccc4)c3=O)[C@H]1N2C(=O)NC(C)C	16	0	-3	0.0
C[C@H](CO)N1C[C@H](C)[C@@H](CN(C)Cc2ccc(Cl)c(Cl)c2)OCc2ccccc2-c2ccccc2C1=O	nt	-66	89	0.6
CO[C@H](CN(C)Cc1nccs1)[C@H](C)CN([C@@H](C)CO)S(=O)(=O)c1ccc(F)cc1	24	20	nt	-0.7
Cn1cnc(S(=O)(=O)N[C@H]2C=C[C@@H](CC(=O)N3CCN(c4ccccc4)CC3)O[C@@H]2CO)c1	4	1	7	-0.7

Filtered by structure: the compounds so far with an aryl methoxy group (8)
SMILES	T cruzi growth	Pf Dd2 growth	C diff growth	GASC1 inh
COc1ccc(NC(=O)Nc2cccc3c2O[C@H](CN(C)C(=O)Nc2ccccc2)[C@H](C)CN([C@H](C)CO)C3=O)cc1	15	-45	-2	0.2
COc1cccc(-c2ccc3c(c2)O[C@H](CN(C)C(=O)c2ccccc2F)[C@@H](C)CN([C@H](C)CO)S3(=O)=O)c1	nt	-63	8	-0.4
COc1ccccc1C(=O)Nc1ccc2c(c1)C(=O)N(C)C[C@H](OC)[C@H](C)CN(C)[C@H](C)CO2	nt	-43	-2	-0.2
COc1ccccc1-c1cnc2c(c1)C(=O)N([C@H](C)CO)C[C@H](C)[C@@H](CN(C)C)O2	nt	45	-1	2.8
COc1cccc(-c2ccc3c(c2)O[C@H](CN(C)C(=O)C2CCCCC2)[C@@H](C)CN([C@@H](C)CO)S3(=O)=O)c1	97*	-37	1	-4.2
CCS(=O)(=O)N1CCC2(CC1)CN(Cc1ccc3c(c1)OCO3)[C@H](CO)c1c2c2ccc(OC)cc2n1C	nt	-67	-5	-1.1
C/C=C/c1ccc([C@H]2[C@@H](CO)N3C(=O)CN(C(=O)Nc4cccc(OC)c4)C[C@@H]23)cc1	nt	-18	15	0.4
COc1ccccc1C#Cc1ccc([C@@H]2[C@H](CO)N3CCCCN(C(=O)C4CCCC4)C[C@@H]23)cc1	109*	-48	12	nt
